ATXN2 expr inh – inhibitors of ATXN2 expression | HEK-293 ATXN2-luciferase reporter, luminescence, 24 h | Potency, µM (titrated, usually from 57 µM), inactives show top-dose activity change, negative = inhibition, actives largely listed as inhibitors | 360,000 tested, 0.72% active | AID 1745845; also: potency is read from the fitted curve at half-maximal effect; % is scaled to controls: 0 for no effect and ±100 for the full control effect; nearly all actives have a fitted effect of over 55% in size
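qHTS (up to 57 uM final) was run with 24 h compound exposure of reporter cells at 37 °C. Each well was multiplexed: SteadyGlo luminescence measured ATXN2-luciferase expression after a fluorogenic Gly-Phe-AFC viability readout (25 uM final).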
Nrf2 inh – inhibitors of Nrf2 signaling. A549 ARE-Fluc reporter, luciferase luminescence, 18-24 h. Potency, µM (top dose mostly 46 µM), for the others: at the highest dose activity change, negative = inhibition, hits mostly inhibitors. 360,000 tested, 2.1% active. AID 504444; also: potency is read from the fitted curve at half-maximal effect; % is scaled to controls: 0 for no effect and ±100 for the full control effect; nearly all actives have a fitted effect of over 60% in size
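Cells were seeded and rested 2 h, then exposed to compounds for 18-24 h. CellTiter-Fluor was read first as a viability measure. BugLite was added 15 min before the final luminescent read of ARE-luciferase activity in A549 cells.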
IL1B secr inh – inhibitors of inflammasome signaling (IL-1 beta secretion); THP-1 LPS/ATP IL-1B secretion, AlphaLISA, 16 h; active compounds read low; activity change, % at 57.5 µM; 360,000 tested, 4.7% active; AID 743279; in the data active = activity change below about -50%; inconclusive = mostly about -30% to -49%; also: % is scaled to controls: 0 for no effect and ±100 for the full control effect
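THP-1 cells pretreated 1 hr with compounds (up to 57.5 uM final), then stimulated with LPS (250 ng/mL final) plus ATP (1.25 mM final); secreted IL-1B measured by AlphaLISA after 16 hr, decreased signal indicating inhibition.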
Nrf2 ARE act – Nrf2 pathway activation. AREc32 ARE-luciferase reporter (MCF7-derived line), luminescence, 24 h. 410,000 tested, 0.31% active. Potency, µM (doses to about 46.1 µM), for the others: at the highest dose activation, actives largely listed as activators; also: potency is read from the fitted curve at half-maximal effect; % of control where 0% means no effect; nearly all actives have a fitted effect of over 65% in size
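AREc32_Fluc, 1000 cells/well, OPTI-MEM + 5% FBS, o/n 37 deg C 5% CO2; 23 nL cpd by pin tool, 24 hr; Steady-Glo 30 min RT, luminescence.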
MCF10A rereplic – induces DNA re-replication in MCF 10a normal breast cells | MCF 10A DNA re-replication, Hoechst nuclear intensity, 48 h | Potency, µM (doses to about 46.1 µM), for the others: at the highest dose activity, positive = re-replication, actives largely listed as activators | 350,000 tested, 2.9% active; also: potency is read from the fitted curve at half-maximal effect; % of control where 0% means no effect; nearly all actives have a fitted effect of over 50% in size
ATXN viability – cell viability loss in ATXN counter-screen; Potency, µM (top dose mostly 56.7 µM), usual class: cytotoxic; S2 cells (HEK-293 line with an ATXN2-luciferase reporter) viability, CellTiter-Fluor protease fluorescence, 24 h; AID 651635; 400,000 tested, 0.49% active; also: potency is read from the fitted curve at half-maximal effect; nearly all actives have a fitted effect of over 40% in size
TGFb inhibitor – inhibitors of TGF-b signaling. HepG2 CAGA-GFP TGF-b/SMAD3 reporter, GFP fluorescence, 18 h; TGF-beta stimulated, 500 pg/mL final. Potency, µM (highest dose often 46.1 µM), inactives show at the highest dose activity, negative = inhibition, usual class: inhibitors. 410,000 tested, 1.2% active. AID 588855; also: potency is read from the fitted curve at half-maximal effect; % is scaled to controls: 0 for no effect and ±100 for the full control effect; nearly all actives have a fitted effect of over 65% in size
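Cell-based qHTS in HEPG2 carrying a CAGA-GFP Smad reporter; compounds added before 500 pg/mL final TGF-beta, 18 h incubation at 37 degrees C, GFP fluorescence quantified per cell by imaging cytometry.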
HepG2 tox – HepG2 cytotoxicity, counter-screen for TGF-b inhibitors; HepG2 CAGA-GFP viability, ATP luminescence, 18 h; Potency, µM (doses to about 46.1 µM), inactives show top-dose activity change, negative = cytotoxicity, hits mostly cytotoxic; 410,000 tested, 0.76% active; also: potency is read from the fitted curve at half-maximal effect; some results filed as inactive show a strong effect at the top dose
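CellTiter-Glo luminescence gave cytotoxicity after 18 hours at 37 degrees C. The cells were HepG2 CAGA-GFP in 1% FBS DMEM, stimulated with 500 pg/mL TGF-beta after compound addition. %Activity was normalised to no-cell wells (complete cell-killing) and DMSO (no toxicity), and curves were fitted and classified.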
A549 viability – counter-screen for Nrf2 inhibitors: cytotoxicity in A549 cells | A549 ARE-Fluc cells, CellTiter-Fluor viability, 18-24 h | Potency, µM (top dose mostly 46 µM), without a hit: at the top dose activity change, negative = cytotoxicity, most hits filed as inhibitors | 390,000 tested, 0.16% active; also: potency is read from the fitted curve at half-maximal effect; % is scaled to controls: 0 for no effect and ±100 for the full control effect
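A549 ARE-Fluc cells in 5% FBS OPTI-MEM, 5000 cells/well, rested 2 h then exposed to compounds in concentration-response for 18-24 h at 37 °C. Viability by CellTiter-Fluor fluorescence (Ex 405/Em 525) after 30 min; luciferase luminescence (BugLite, 15 min, RT) read afterwards.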
Active calls of the source: *; i = inactive; ? = inconclusive; . = no result given; & = joins results of further samples; [ ] = dose if it differs, or a comment. Unless noted, calls follow the shape of the dose curve; as a rule, active = well fitted curve in the direction sought with a large enough effect; inconclusive = small, poorly fitted or top-dose-only effect, or another doubt; inactive = no such curve, though single readings can be large; an effect the other way counts as inactive or inconclusive.

1. COc1cccc(CN(C)CC(=O)NCc2ccccc2Cl)c1
2. COc1ccc(NC(=O)CN(C)C(=O)c2cc3c(s2)CCCCC3)cc1
3. NC(=O)c1ccccc1NC(=O)COC(=O)CSCc1cccc(Cl)c1
4. CCc1nnc(NC(=O)CN2CCN(c3ccccc3OC)CC2)s1
5. Cc1n[nH]c(C)c1S(=O)(=O)N(CC(=O)NC1CCCC1)c1ccc(C(C)C)cc1
6. Cc1cc(C)c(NC(=O)CSc2nc3nc(C)cc(C)n3n2)c(C)c1
7. CCN(Cc1ccc(NC(C)=O)cc1)CC1CCCN(CCc2cccc(F)c2)C1 (stereo not given)
8. Cc1cc(C)n2nc(SCC(=O)c3cccs3)nc2n1
9. Cc1cc(C)cc(NC(=O)N2CCNC(=O)C2CC(=O)Nc2cc(Cl)ccc2Cl)c1 (stereo not given)
10. S=c1[nH]nc(COc2cccc3ccccc23)n1Cc1ccccc1
assay / entry	1	2	3	4	5	6	7	8	9	10
ATXN2 expr inh	1%	6%	12%	1%	-10%	1%	.	15%	-16%	-4%
Nrf2 inh	-6%	5%	-15%	-12%	8%	-1%	-13%	8%	-9%	-4%
IL1B secr inh	-1	-12	7	5	1	.	-6	8	-57*	38
Nrf2 ARE act	-0.6%	0.3%	-0.8%	0.1%	0.0%	-0.9%	-0.5%	0.6%	3.2%	0.2%
MCF10A rereplic	?	13%	3%	13%	-11%	.	12%	12%	0%	?
ATXN viability	i	i	i	i	?	i	.	i	i	i
TGFb inhibitor	32%[activator]	-10%	-17%	-17%	-3%	6%	5%	1%	-5%	?
HepG2 tox	16%	-4%	3%	-4%	7%	-2%	-28%	1%	-1%	-18%
A549 viability	1%	-13%	0%	0%	0%	23%	9%	-8%	-8%	1%

11. CSc1ccc(/C=C(\NC(=O)c2ccccc2)C(=O)NN)cc1
12. Cc1ccc(F)c(S(=O)(=O)NC(=O)C2(C)CCN2C(=O)Cc2ccccc2)c1 (stereo not given)
13. CCOc1ccc(-n2cc(-c3ccccc3)c3c(NCCc4ccccc4)ncnc32)cc1
14. C/C(=N\NC(=O)c1ccncc1)c1cccnc1
15. COC(=O)CN(c1cc([N+](=O)[O-])ccc1OC)S(C)(=O)=O
16. CCOc1ccc(S(=O)(=O)Nc2ccc(C(=O)N3CCC3)cc2)cc1
17. CCCn1c2ccc(C)cc2c2n[nH]c(=S)nc21
18. O=C(CSc1ccc([N+](=O)[O-])cc1)Nc1ccccc1N1CCOCC1
19. CN1CCOCCOc2ccccc2OCCOCC1
20. COc1ccc(C(=O)NCCc2c[nH]c3ccccc23)cc1[N+](=O)[O-]
assay / entry	11	12	13	14	15	16	17	18	19	20
ATXN2 expr inh	-1%	3%	.	7%	0%	-5%	-17%	-13%	-8%	-14%
Nrf2 inh	-4%	.	.	1%	-4%	-13%	-8%	-23%	1%	-5%
IL1B secr inh	.	98	.	15	-27	14	0	?	20	-12
Nrf2 ARE act	1.5%	0.5%[9.22 µM]	1.1%	0.5%	0.1%	0.3%	2.3%	4.0%	-0.7%	3.7%
MCF10A rereplic	-20%	.	.	0%	27%	8%	2%	9%	2%	4%
ATXN viability	i	i	.	i	i	i	i	i	i	i
TGFb inhibitor	13%	12%	-12%	24%	-1%	?	-3%	-1%	14%	3%
HepG2 tox	-2%	3%	-35%	3%	5%	-7%	-5%	-15%	4%	-17%
A549 viability	2%	.	1%	-3%	0%	1%	3%	6%	0%	2%

21. COc1ccc(-c2cc(COc3ccccc3)on2)cc1
22. CC(C)OC(=O)CC(=O)CSc1nc2c(cc1C#N)CCC2
23. Cc1cc(=O)oc2cc(OCC(=O)NCc3ccncc3)ccc12
24. O=C(Cn1c(=O)oc2cc(S(=O)(=O)N3CCCCCC3)ccc21)NC1CCCCC1
25. O=[N+]([O-])c1cc([N+](=O)[O-])c(Oc2cncc(Cl)c2)cc1NC1CCCCCCC1
26. Cc1cccc(C(=O)c2ccccc2C(=O)O)c1O
27. Cc1ncsc1CCOC(=O)C1C2CC3CC(C2)CC1C3 (stereo not given)
28. O=C(O)CCCC(=O)Nc1ccc(C(=O)N2CCCCC2)c(Cl)c1
29. CN(C)C(=O)CCc1ccc2c3c([nH]c2c1)[C@]1(C)[C@@H](C(=O)N2CCOCC2)C[C@H](CC(=O)NCCC2=CCCCC2)C(=O)N1CC3
30. CC(C)(C)CC(=O)Nc1cc(S(=O)(=O)N2CCCCCC2)ccc1Cl
assay / entry	21	22	23	24	25	26	27	28	29	30
ATXN2 expr inh	59%[activator]	2%	4%	-8%	11%	3%	-22%	-5%	6%	-11%
Nrf2 inh	3%	10%	-11%	5%	-4%	2%	-7%	3%	6%	3%
IL1B secr inh	-14	14	-6	-4	2	27	-10	-7	-17	13
Nrf2 ARE act	0.2%[9.22 µM]	0.0%	0.0%	-0.3%	-0.4%	-0.5%	0.0%	0.1%	-0.2%	1.9%
MCF10A rereplic	-12%	?	-1%	-9%	-3%	-1%	?	1%	21%	?
ATXN viability	i	?	i	i	i	i	i	i	i	i
TGFb inhibitor	7%	4%	-4%	4%	8%	-1%	-2%	18%	-1%	-24%
HepG2 tox	-5%	6%	-18%	-13%	14%	1%	-20%	-3%	2%	-24%
A549 viability	8%	-2%	3%	17%	1%	-5%	1%	-2%	-4%	17%

5 compounds from above, limited to MCF10A rereplic and ATXN2 expr inh:
entry | Compound | MCF10A rereplic | ATXN2 expr inh
22 | CC(C)OC(=O)CC(=O)CSc1nc2c(cc1C#N)CCC2 | ? | 2%
23 | Cc1cc(=O)oc2cc(OCC(=O)NCc3ccncc3)ccc12 | -1% | 4%
24 | O=C(Cn1c(=O)oc2cc(S(=O)(=O)N3CCCCCC3)ccc21)NC1CCCCC1 | -9% | -8%
25 | O=[N+]([O-])c1cc([N+](=O)[O-])c(Oc2cncc(Cl)c2)cc1NC1CCCCCCC1 | -3% | 11%
26 | Cc1cccc(C(=O)c2ccccc2C(=O)O)c1O | -1% | 3%

Continued.
31. C#CC1(NC(=O)NC(=O)c2c(F)cccc2F)CCCCC1
32. O=C(NCC(=O)N1CCN(S(=O)(=O)c2ccccc2)CC1)c1ccc(Br)o1
33. COc1cc(NC(=S)N2CCC(C(N)=O)CC2)cc(OC)c1
34. Cc1ccc2cc(C)c(SCC(=O)Nc3ccc(S(=O)(=O)N4CCCC4)cc3)nc2c1
35. O=C(NC1CCN(S(=O)(=O)c2ccccc2)CC1)C1CCCCC1
36. CN(CCCNC(=O)COc1cc(=O)n(C)c2ccccc12)Cc1ccccc1
37. Cc1csc(SC(C)C(=O)Nc2ccc3c(c2)OCCO3)n1 (stereo not given)
38. COC(=O)[C@H]1C[C@@H]1[C@H](N)c1ccccc1
39. CCOC(=O)N1CCN(C(=O)CSc2nnc(CNC(=O)c3ccccc3F)o2)CC1
40. CN(C)c1nc(N2CCN(c3ccc(F)cc3)CC2)c(C#N)c(=O)o1
assay / entry	31	32	33	34	35	36	37	38	39	40
ATXN2 expr inh	.	1%	-8%	0%	-9%	.	.	-6%	-8%	13%
Nrf2 inh	2%	22%	5%	-19%	3%	6%	1%	-2%&1%	-23%	-11%
IL1B secr inh	40	18	1	-14	5	-16	3	19	22	27
Nrf2 ARE act	3.6%	0.4%	2.5%	0.1%	-0.5%	6.2%	-0.5%	-0.8%	0.1%	0.3%
MCF10A rereplic	1%	-1%	15%	3%	20%	7%	5%	30%	10%	-1%
ATXN viability	i	i	i	i	i	.	i	i	i	i
TGFb inhibitor	12%	?	0%	1%	0%	-4%	-4%	13%&-2%	4%	-31%
HepG2 tox	-2%	3%	-38%	-3%	-5%	-20%	0%	7%&-2%	-15%	-15%
A549 viability	-3%	-2%	?	7%	-3%	13%	?	7%&1%	-18%	0%

Reprinted from the part before: 2 compounds, followed by the next part.
39. CCOC(=O)N1CCN(C(=O)CSc2nnc(CNC(=O)c3ccccc3F)o2)CC1
40. CN(C)c1nc(N2CCN(c3ccc(F)cc3)CC2)c(C#N)c(=O)o1
41. CN1/C(=C\C(=O)C[n+]2cccc(C(N)=O)c2)C(C)(C)c2ccccc21
42. CCCc1nc(SC)ncc1C(=O)N1CCN(c2ccc(Cl)cc2)CC1
43. Nc1ncnc2c1ncn2[C@@H]1O[C@H](CNCc2ccccc2OCc2ccc(Cl)cc2Cl)[C@@H](O)[C@H]1O
44. COc1ccc(OC)c(CNC(=O)C2CCN(S(C)(=O)=O)CC2)c1
assay / entry	39	40	41	42	43	44
ATXN2 expr inh	-8%	13%	0%	-22%	-19%	9%
Nrf2 inh	-23%	-11%	-6%	3%	-9%	2%
IL1B secr inh	22	27	12	.	?	-20
Nrf2 ARE act	0.1%	0.3%	-0.1%	7.2%	3.7%	-0.2%
MCF10A rereplic	10%	-1%	7%	.	6%	0%
ATXN viability	i	i	i	i	i	i
TGFb inhibitor	4%	-31%	4%	?	-27%	-2%
HepG2 tox	-15%	-15%	11%	-2%	-20%	1%
A549 viability	-18%	0%	-9%	-2%	-13%	-16%

Assay outcomes deposited in PubChem by National Center for Advancing Translational Sciences (NCATS).
